KOR beta-arrestin-1 = kappa opioid receptor blockers – cell-based, luminescence, uHTS (AID 1778); one-dose inhibition, % at 10 µM; IC50 in µM for titrated hits; KOR beta-arrestin recruitment, luminescence, antagonist mode; higher % means a stronger effect; actives 0.091% (n = 290,000); also: strong numbers were not always called active
KOR beta-arrestin-2 = kappa opioid receptor activators – cell-based, luminescence, uHTS, primary screen (AID 1777); actives 0.02% (n = 280,000); one-dose activation, % at 10 µM; EC50 in µM for titrated hits; KOR beta-arrestin recruitment, luminescence; higher % means a stronger effect; in the data active = activation above about 50%, passing the limit was not always enough; also: a part of the inactive calls stands beside numbers as strong as those of hits
T cell HTS = modulates CD8 T cell binding to vesicles; actives 0.068% (n = 330,000); AID 2052; 2C CD8+ T cell-vesicle binding, flow cytometry; hits give low values; calls only at 7 µM;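 active = response, share of CD8 T cells binding vesicles, and their 90th percentile fluorescence all below set limits, cut at about 80% in these data, passing the limit was not always enough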
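material = purified 2C TCR transgenic mouse naive CD8+ T cells | controls = Unloaded micro-vesicles (low), QL9 vesicles with 0.7% DMSO (high) | detection = cytometric PE anti-B7-1 and Alexa647 anti-CD8 signals after 1% paraformaldehyde fixation | incubation = binding step 1.5 h, 37 °C, antibody labelling 20 min, ice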
HEK293 NOD2/NF-kB = inhibition of NOD2-driven NF-kB reporter – cell-based, luminescence, uHTS, HEK293 (AID 1566); HEK293 NOD2/NF-kB luciferase reporter, luminescence; higher % means a stronger effect; inhibition, % at 4 µM; hits with a dose series show EC50 in µM; actives 0.63% (n = 290,000); also: many of its hits are not listed in these tables
GPR55 antagonists = GPR55 antagonists blocking LPI-driven arrestin recruitment, primary screen, imaging, U2OS, beta-arrestin-GFP, LPI agonist (AID 2013); actives 0.13% (n = 290,000); one-dose inhibition, % at 10 µM; IC50 in µM for titrated hits; U2OS GPR55 beta-arrestin-GFP translocation imaging, LPI antagonism; higher % means a stronger effect;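 active = spots per cell inhibited over 60%, with over 100 cells counted and total cytoplasm intensity under 500,000; inconclusive = wells with under 100 cells, flagged as likely toxic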;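 also: U2OS cells stably carrying GPR55 and arrestin-GFP stimulated by 5 µM LPI near EC80; imaged beta-arrestin-GFP aggregate spots per cell after agonist stimulation; plate controls were LPI-stimulated DMSO wells for no effect and DMSO wells without LPI for full effect; some results filed as inactive read as strong as hits; confirmed hits need IC50 under 10 µM and bright autofluorescent wells are also inconclusive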
NTR1 ag = agonists of NTR1, primary screen, imaging, U2OS cells, beta-arrestin-GFP, high content (AID 493036); NTR1-U2OS beta-arrestin-GFP spot imaging, agonist mode; activation, % at 20 µM; actives 0.17% (n = 330,000);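 active = activation at or above 40% of the spot to cytoplasm intensity ratio, with at least 20 cells analyzed; inconclusive = wells under 20 cells, flagged as cytotoxic or low count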;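 also: 0% = DMSO without peptide and 100% = 100 nM NTR1 peptide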
Target sequence (P30989 whole entry, looked up): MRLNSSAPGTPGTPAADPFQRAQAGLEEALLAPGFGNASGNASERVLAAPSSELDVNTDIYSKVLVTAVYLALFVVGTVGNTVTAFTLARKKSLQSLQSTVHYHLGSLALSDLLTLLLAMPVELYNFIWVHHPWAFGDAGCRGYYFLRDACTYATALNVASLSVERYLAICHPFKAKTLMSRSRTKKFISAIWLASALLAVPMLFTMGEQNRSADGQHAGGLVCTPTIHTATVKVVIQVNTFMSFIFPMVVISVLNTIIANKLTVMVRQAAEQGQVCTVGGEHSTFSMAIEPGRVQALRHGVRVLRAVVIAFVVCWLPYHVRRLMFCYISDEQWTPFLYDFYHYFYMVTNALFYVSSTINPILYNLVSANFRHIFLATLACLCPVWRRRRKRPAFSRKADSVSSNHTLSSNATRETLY
Myeloid diff MLP = compounds promoting myeloid differentiation | ER-HoxA9 myeloid progenitors, lysozyme-GFP differentiation, flow cytometry | calls only at 10 µM | actives 1% (n = 360,000) | AID 624256;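 active = normalized GFP-positive differentiation at or above the plate's own cutoff, the solvent-only control mean plus 3 SD; inconclusive = no clear call, values can overlap the other calls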;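 also: cells exposed to compound for four days before flow analysis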
GPR55 activation = GPR55 agonists via beta-arrestin recruitment, primary screen, imaging, U2OS cells, beta-arrestin-GFP redistribution (AID 1961). U2OS GPR55 beta-arrestin-GFP redistribution imaging; higher % means a stronger effect. activation, % at 10 µM, or EC50 in µM where a hit was titrated. actives 0.048% (n = 290,000);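 active = activation above 40% with more than 50 cells counted in the well; inconclusive = wells holding fewer than 50 cells, flagged as toxic or sparse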;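 also: U2OS osteosarcoma cells stably expressing GPR55 and beta-arrestin-GFP; plate controls were DMSO negative control for no effect and LPI positive control for full effect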
NOD1 NF-kB reporter = inhibition of NOD1-driven NF-kB reporter – cell-based, luminescence, uHTS, primary screen (AID 1578); NOD1-driven NF-kB luciferase reporter cells, luminescence; higher % means a stronger effect; inhibition, % at 4 µM, or EC50 in µM where a hit was titrated; actives 1% (n = 290,000); in the data active = inhibition mostly above about 36%, no sharp cut-off; inactive = mostly below about 34%;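 also: HEK-293T reporter cells stimulated with the NOD1 agonist gamma-tri-DAP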
T cell HTS vesicle-bound % = also measured in T cell HTS; calls as there; double positive events, %; measured here: CD8+ vesicle-bound cell fraction;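 binding gate set so that unloaded-vesicle control wells show 10% double positive cells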
NTR1 ag cell count 20 µM = further read-out of NTR1 ag, marked with its call; cell count; measured here: cell count, cytotoxicity flag
Myeloid diff MLP GFP+ MAC1+ % = second read-out of Myeloid diff MLP, no call of its own (marks repeat the call); GFP+ MAC1+ double positive, %; measured here: differentiation confirmed by MAC1 staining
An asterisk follows results filed as active; i = inactive; ? = inconclusive; . = not tested or not shown; [ ] = remark or other dose. Rule as the data show it, unless noted: active = inhibition above about 50%; inactive = the rest.

SMILES	KOR beta-arrestin-1	KOR beta-arrestin-2	T cell HTS	T cell HTS vesicle-bound %	HEK293 NOD2/NF-kB	GPR55 antagonists	NTR1 ag	NTR1 ag cell count 20 µM	Myeloid diff MLP	Myeloid diff MLP GFP+ MAC1+ %	GPR55 activation	NOD1 NF-kB reporter
Cc1oc(-c2ccc(Cl)cc2)nc1CN1CCCC(C(=O)N2CCOCC2)C1 (stereo unspecified)	-18.9%	5.7%	i	6.1	10.7%	-9.8%	-0.6	60	i	2.3	-0.2%	-20.8%
CC1CN(C(=O)COc2ncnc3ccccc23)CC(C)O1 (stereo unspecified)	8.9%	5.1%	i	38.4	-1.1%	19.3%	-4.0	83	i	0.9	-0.3%	.
O=C(Cn1c2ccccc2c(=O)c2ccccc21)Nc1ccccc1F	10.3%	9.6%	i	37.9	4.3%	0.3%	0.6	55	i	1.2	0.1%	-35.9%
O=c1cc(O)nc(-c2ccc(Cl)cc2)s1	20.5%	1.5%	i	27.6	-8.4%	10.2%	1.6	45	i	0.4	-0.3%	-2.8%
O=c1[nH]c2ccc(NC(=S)Nc3ccc(Cl)cc3Cl)cc2[nH]1	3.8%	-2.4%	i	25.6	18.0%	-6.5%	-1.2	55	i	6.5	0.0%	-11.0%
O=S(=O)(Nc1ccc(N2CCCCC2)cc1)c1ccc(F)c(F)c1	-8.6%	-4.3%	i	37.7	14.6%	12.4%	0.9	51	i	1.2	-0.4%	-2.8%
COc1ccc(CCN=C(N)NS(=O)(=O)c2ccc(C)c(C)c2)cc1OC	-4.3%	5.1%	i	18.6	10.8%	0.4%	1.8	57	i	4.5	-0.1%	-21.7%
CCOC(=O)CC1C(=O)NCCN1C(=O)c1cc2c(=O)n3ccccc3nc2s1 (stereo unspecified)	-17.0%	4.2%	i	11.4	1.5%	-1.9%	12.1	90	.	.	0.6%	6.4%
CCCCC(=O)Nc1nnn(CCC)n1	13.2%	-1.5%	i	5.1	11.4%	-0.8%	-1.8	52	i	1.7	0.0%	18.6%
CCc1nn2cc(C(=O)c3cc(C)ccc3O)cnc2c1-c1ccc(F)cc1	-18.8%	-5.7%	i	47.9	10.4%	1.3%	9.7	59	i	0.5	0.2%	-1.4%
COc1ccccc1N1CCN(C2CCCN(C(=O)c3ccoc3)C2)CC1 (stereo unspecified)	-24.4%	3.1%	i	18.1	6.1%	-9.2%	0.2	66	i	0.0	0.0%	-15.5%
O=C(NCc1ccco1)C1CCN(C(=O)c2ccc([N+](=O)[O-])cc2)CC1	-2.4%	-5.2%	i	17.6	-1.9%	8.7%	0.8	48	?	.	0.4%	-21.7%
Cc1csc(SCc2ccc(C(=O)O)cc2)n1	-7.8%	1.4%	i	37.0	7.4%	6.1%	0.2	75	i	1.3	-0.2%	-17.2%
CCOC(=O)C1CCN(S(=O)(=O)c2ccc(Cl)nc2)CC1	6.0%	4.3%	i	8.8	3.2%	8.3%	0.6	65	i	0.6	-0.2%	-5.2%
Cc1ccc(N2C(=O)C3CCCN3C2=S)cc1Cl (stereo unspecified)	12.3%	-8.7%	i	52.3	20.8%	4.2%	-1.3	96	i	0.5	-0.3%	5.3%
O=C(COc1ccccc1)Nn1c(-c2ccccc2)nc2ccccc2c1=O	21.6%	2.2%	i	34.3	15.3%	-5.4%	1.2	70	i	0.2	-0.3%	-9.0%
Cc1cccc(C)c1NC(=O)C(NC=O)c1ccc(Cl)cc1 (stereo unspecified)	16.4%	-5.8%	i	45.1	3.1%	-2.8%	0.0	54	i	1.1	0.5%	-42.4%
Cc1ccc(C(=O)COc2ccc3ccc(=O)oc3c2)cc1	-8.2%	1.0%	i	43.7	9.3%	11.1%	-0.8	62	i	0.7	0.7%	-7.6%
CC1(C)Cc2c(C#N)c(N)sc(=S)c2CO1	-13.3%	5.2%	i	12.7	-1.9%	-1.5%	-0.4	51	i	1.1	-0.2%	-15.0%
CCOc1ccc(NC(=O)C2CSC(c3ccncc3)=N2)cc1 (stereo unspecified)	0.9%	-0.6%	i	25.9	-15.2%	3.9%	0.5	83	i	1.4	1.9%	-49.6%
O=C(Cc1nnc(NC(=O)Nc2ccccc2F)s1)NCc1ccccc1	-17.4%	6.6%	i	25.6	-0.7%	1.6%	3.8	58	i	0.2	-0.3%	-11.6%
Cc1nc2oc3c(NCC4CCCO4)ncnc3c2c2c1COC(C)(C)C2 (stereo unspecified)	24.2%	-0.5%	i	11.5	15.3%	8.7%	3.2	95	i	0.5	0.3%	19.3%
Cc1ccc(C(=O)Nc2nnc(SCC(=O)N3CCCc4ccccc43)s2)cc1	-1.8%	3.1%	i	41.4	-135.2%	-0.6%	7.1	70	i	0.2	-0.1%	42.4%
O=C(O)c1cccc(N2C(=O)c3ccc(Oc4ccc(Cl)cc4)cc3C2=O)c1	5.1%	5.1%	i	7.4	10.4%	2.2%	1.3	43	i	0.1	0.5%	-2.5%
O=C(OCC(=O)N1CCCc2ccccc21)c1cncc(Br)c1	-33.8%	-4.4%	i	52.8	-2.6%	-5.8%	-2.7	78	i	0.5	-0.2%	-11.1%
c1ccc(CSc2n[nH]c(-c3ccco3)n2)cc1	4.0%	-2.7%	i	9.9	-31.2%	-2.2%	-0.4	86	i	1.1	0.0%	-23.2%
N#Cc1ccc(C23CC4(C2)[C@H](CN(Cc2ccc(-c5ccccc5)cc2)[C@@H]4c2ccccc2)C3c2ccc(C(F)(F)F)cc2)cc1 (stereo partly specified)	15.4%	-2.1%	i	10.3	-13.3%	11.9%	0.0	55	.	.	-0.1%	-6.7%
CCC1S/C(=C(\C#N)C(=O)NCc2ccco2)N(c2ccc(F)cc2)C1=O (stereo unspecified)	-5.6%	-12.2%	i	41.0	10.0%	8.3%	-0.1	46	i	0.5	-0.2%	-32.3%
CC(=O)NCCc1ccc(S(=O)(=O)NC2OC(=O)c3ccccc32)cc1 (stereo unspecified)	-6.1%	1.2%	i	18.2	18.0%	34.4%	-0.8	83	i	0.9	-0.2%	-39.6%
CC(=O)OC(C(=O)n1nc(C)cc1C)c1ccccc1 (stereo unspecified)	-17.9%	4.4%	i	24.6	4.8%	1.2%	-0.4	56	i	2.3	-0.1%	-1.8%
Cc1ccccc1NC(=S)Nn1cnnc1	2.9%	-1.8%	i	63.2	3.0%	-4.5%	1.3	66	i	1.3	0.3%	-23.6%
COc1ccc2c(c1)O[C@@H](c1cccc(C(F)(F)F)c1)[C@H](OC(=O)NCCc1ccc(OC)c(OC)c1)C2=O	2.8%	-1.6%	i	24.6	9.3%	12.4%	4.4	77	.	.	0.7%	-2.2%
Cc1nccn1CCCNC(=O)CC1C(=O)NCCN1Cc1ccccc1C(F)(F)F (stereo unspecified)	3.0%	-1.7%	i	19.2	17.1%	0.5%	-0.4	58	i	0.2	-0.2%	-4.0%
Cc1cc(SCC(=O)NC2CCCC2)nc2ccccc12	-30.4%	4.0%	i	47.3	19.5%	2.9%	-0.7	56	i	4.6	-0.2%	-16.3%
Cc1cc(C)c2ccc3c(C)c(C)nc3c2[nH]1	-25.7%	-1.7%	i	22.9	2.1%	3.6%	8.0	58	i	0.0	-0.5%	-12.5%
Cc1cc(SCC#N)nc2ccccc12	-112.0%[20 µM]	2.4%	i	36.5	3.1%	-9.4%	-1.3	46	i	0.4	-0.1%	12.1%
Nn1cnnc1N/N=C/c1cc(Br)cc(Br)c1O	-2.9%	-0.5%	i	54.3	21.8%	23.1%	3.6	34	i	1.1	0.2%	82.4%*
CC(NS(=O)(=O)c1ccc(Br)cc1)c1ccccc1 (stereo unspecified)	5.9%	-4.6%	i	51.0	8.9%	-3.5%	3.3	33	i	0.7	-0.1%	-16.8%
Fc1cccc(NC(=S)Nc2cccc3ccccc23)c1	-3.0%	2.5%	i	64.7	5.8%	9.1%	1.9	59	i	3.8	0.3%	-10.7%
COc1cc(/C=C2\SC(=S)N(CC(=O)Nc3cccnc3)C2=O)cc(OC)c1OC	19.3%	-3.1%	i	47.5	-12.4%	-3.8%	0.7	78	i	0.1	-0.2%	18.3%
CCOC(=O)c1c(NC(=O)CC2SC(N)=NC2=O)sc(C)c1C (stereo unspecified)	-12.2%[20 µM]	3.5%	i	60.5	24.0%	-16.3%	-1.3	75	i	0.3	0.1%	-14.6%
O=c1ccc(-c2ccc(S(=O)(=O)Nc3cccc(Br)c3)o2)n[nH]1	-6.6%	0.6%	i	5.4	18.9%	-14.5%	-1.5	61	i	3.6	0.3%	-7.1%
CCCS(=O)(=O)N1CCCC(C(=O)NCc2ccc3c(c2)OCO3)C1 (stereo unspecified)	3.9%	-0.2%	i	34.3	7.5%	18.1%	0.6	49	i	0.6	0.4%	-4.5%
O=C(COc1ccc2c(c1)OCO2)Nc1nnc(Cc2ccccc2)s1	-14.1%	2.6%	i	19.5	-106.2%	-2.4%	0.7	70	i	0.6	-0.2%	-3.8%
CCOc1ccc(S(=O)(=O)N2CCCC(C(=O)N3CCC(C(N)=O)CC3)C2)cc1Cl (stereo unspecified)	-10.0%	3.3%	i	30.6	17.0%	-5.2%	-0.7	62	i	3.2	-0.1%	-32.1%
CC1Cc2nc(SCC(N)=O)n(Cc3ccccc3)c(=O)c2S1 (stereo unspecified)	28.8%	-2.0%	i	37.3	-1.6%	11.2%	-0.4	89	i	2.6	-0.1%	1.1%
CC1CCCCC1NC(=O)Cn1nnc(-c2ccc(Cl)cc2)n1 (stereo unspecified)	-5.0%	-4.2%	i	22.7	8.7%	-7.2%	-0.9	64	i	2.4	-0.2%	-20.1%
CCOC(=O)c1sc(NC(=O)c2cccnc2)c(C#N)c1C	2.7%	3.8%	i	47.0	3.2%	4.4%	2.2	24	i	0.8	-0.2%	-3.0%
CCC1CCCCN1C(=O)c1cc(COc2ccc3ncccc3c2)on1 (stereo unspecified)	-4.2%	-6.4%	i	38.4	31.5%	-0.8%	0.4	72	i	0.0	0.0%	43.0%
O=C1c2ccccc2-c2c1cccc2C(=O)N1CCCCCC1	14.9%	-0.6%	i	34.2	18.2%	6.3%	-1.2	57	i	1.3	0.3%	0.4%
N#C/C(=C\c1coc2ccccc2c1=O)C(N)=S	-13.0%	30.0%	i	26.1	-17.6%	-1.5%	-0.1	55	i	0.5	-0.5%	-38.9%

This is a subset; rates above refer to the full screens.
